FLuc inh = Firefly luciferase inhibition profiling of diverse chemical library using quantitative high-throughput screening; actives 2.5% (n = 76,000); purified P. pyralis luciferase, luminescence, biochemical; Potency, µM (titrated, usually from 115 µM), inactives show at the highest dose activity change, negative = inhibition, most hits filed as inhibitors; Luciferin 4-monooxygenase (Photinus pyralis), P08659; note: potency is the fitted concentration of half-maximal effect; nearly all actives have a fitted effect of over 65% in size
Target sequence (P08659 whole entry, looked up): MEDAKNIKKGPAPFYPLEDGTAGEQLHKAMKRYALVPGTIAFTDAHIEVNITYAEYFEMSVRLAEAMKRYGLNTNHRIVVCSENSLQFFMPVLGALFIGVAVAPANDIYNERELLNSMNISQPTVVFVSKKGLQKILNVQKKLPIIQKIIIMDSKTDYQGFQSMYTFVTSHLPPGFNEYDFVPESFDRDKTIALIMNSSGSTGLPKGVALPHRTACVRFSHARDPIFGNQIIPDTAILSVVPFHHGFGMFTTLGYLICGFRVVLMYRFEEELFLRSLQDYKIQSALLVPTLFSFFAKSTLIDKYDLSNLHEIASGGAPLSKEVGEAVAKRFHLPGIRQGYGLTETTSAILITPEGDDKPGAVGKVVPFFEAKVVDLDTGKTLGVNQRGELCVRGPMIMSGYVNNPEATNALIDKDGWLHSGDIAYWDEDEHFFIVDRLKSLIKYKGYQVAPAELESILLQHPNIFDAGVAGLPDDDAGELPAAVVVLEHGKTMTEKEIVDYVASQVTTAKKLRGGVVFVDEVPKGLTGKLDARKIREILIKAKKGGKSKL
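Purified P. pyralis luciferase (10nM final) in 50mM Tris acetate pH 7.5, 10mM Mg acetate, 0.01% Tween-20, 0.05% BSA with 10uM D-luciferin and 10uM ATP. Compounds titrated qHTS. Luminescence imaged on CCD.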
SNCA viab count = GF-AFC viability counterscreen for inhibitors of alpha-synuclein gene (SNCA) expression. actives 0.12% (n = 150,000). HEK-293-SNCA-luc viability, GF-AFC fluorescence, 24 h. Potency, µM (series often up to 57.1 µM), inactives show at the highest dose activity change, negative = cytotoxicity, most hits filed as cytotoxic;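 note: potency is the fitted concentration of half-maximal effect; 0% = DMSO-treated cells and -100% = medium-only wells without cells; nearly all actives have a fitted effect of over 30% in size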
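HEK-293-SNCA-luc cells (1500/well) plated 24 h, then exposed 24 h to a dilution series; GF-AFC added 30 min at 37C, fluorescence 405/540 nm; normalised to medium-only and DMSO wells, Hill fit.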
NIH3T3 tox = Cytotoxic Profiling in NIH 3T3 Cell Line of Diverse Libraries Using Quantitative High-Throughput Screening; NIH 3T3 viability, CellTiter-Glo ATP luminescence, 48-72 h; actives 4.3% (n = 94,000); AID 1345082, 2018; Potency, µM (highest dose often 96.7 µM), for inactives: at the highest dose activity change, negative = cytotoxicity, usual class: inhibitors; note: potency is the fitted concentration of half-maximal effect; nearly all actives have a fitted effect of over 55% in size
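Cells were seeded at 400 per well, treated with pin-transferred compound, and kept 48 or 72 hr at 37 °C before CellTiter-Glo addition and luminescence imaging of cellular ATP.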
SNCA expr inh = Primary qHTS assay for inhibitors of alpha-synuclein gene (SNCA) expression | HEK-293 SNCA-luciferase knock-in, luminescence, 24 h | Potency, µM (titrated, usually from 57.2 µM), for inactives: at the highest dose activity change, negative = inhibition, actives largely listed as inhibitors | actives 0.17% (n = 140,000) | AID 1671194, 2021;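 note: potency is the fitted concentration of half-maximal effect; plate controls were DMSO cells for no effect and cell-free wells for full effect; nearly all actives have a fitted effect of over 45% in size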
GPT2 inh = Primary qHTS assay for inhibitors of Glutamate pyruvate transaminase 2 (GPT2); Alanine aminotransferase 2 (Homo sapiens), Q8TD30; actives 0.25% (n = 100,000); Recombinant GPT2, coupled pyruvate oxidase/HRP Amplex Red fluorescence; Potency, µM (highest dose often 57.7 µM), inactives show at the top dose activity change, negative = inhibition, most hits filed as inhibitors; note: potency is the fitted concentration of half-maximal effect; nearly all actives have a fitted effect of over 60% in size; many of its hits are not listed in these tables
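Fluorescence of coupled pyruvate oxidase/HRP/Amplex Red system (50uM Amplex, 30 min, dark) reports pyruvate formed by GPT2. Enzyme reaction: 10ng/uL GPT2, 2mM L-alanine, 250uM a-KG, 30 min room temperature, pH 7.5; 50uM AOA control.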
HEK293 tox = Cytotoxic Profiling in HEK 293 Cell Line of Diverse Libraries Using Quantitative High-Throughput Screening; HEK 293 viability, ATP luminescence (CellTiter-Glo), 48-72 h; Potency, µM (top dose mostly 115 µM), inactives show top-dose activity change, negative = cytotoxicity, usual class: inhibitors; actives 6.6% (n = 94,000); note: potency is the fitted concentration of half-maximal effect; nearly all actives have a fitted effect of over 60% in size
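qHTS cytotoxicity; HEK 293, 250 cells/well; compound pinned; 48 or 72 hr, 37 degree Celsius, 5% CO2, 95% humidity; CellTiter-Glo, 10 min RT; luminescence (ATP).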
IP6K1 inh = Primary qHTS assay for small molecule inhibitors of Inositol hexaphosphate kinase 1 (IP6K1); actives 0.81% (n = 140,000); IP6K1 kinase, ADP-Glo luminescence, 2 h; stronger effect = lower value; Inositol hexakisphosphate kinase 1 (Homo sapiens), Q92551; AID 1645851, 2021; activity change, % (series mostly up to about 58 µM); in the data active = activity change below about -25%
Target sequence (Q92551 whole entry, looked up): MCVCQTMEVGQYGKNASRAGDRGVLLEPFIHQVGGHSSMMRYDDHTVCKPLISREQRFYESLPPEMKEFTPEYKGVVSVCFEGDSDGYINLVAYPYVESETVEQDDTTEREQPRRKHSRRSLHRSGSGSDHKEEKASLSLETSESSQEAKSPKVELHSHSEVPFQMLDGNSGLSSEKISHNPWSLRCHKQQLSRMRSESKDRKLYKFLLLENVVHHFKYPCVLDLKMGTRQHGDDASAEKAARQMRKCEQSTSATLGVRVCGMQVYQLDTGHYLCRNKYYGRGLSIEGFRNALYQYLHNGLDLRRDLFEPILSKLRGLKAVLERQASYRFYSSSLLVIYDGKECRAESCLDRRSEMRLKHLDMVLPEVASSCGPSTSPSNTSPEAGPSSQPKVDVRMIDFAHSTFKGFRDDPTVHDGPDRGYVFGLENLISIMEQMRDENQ
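ADP-Glo luminescence measures ADP made by human IP6K1 during a 2 h RT reaction with ATP/IP6 (mix at 1.3 mM/130 uM); top library doses 57.5 and 19.1 uM final.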
Active calls of the source: *; i = inactive; ? = inconclusive; . = no result given; & = joins results of further samples; [ ] = dose if it differs, or a comment. Unless noted, calls come from the whole dose curve; as a rule, active = well fitted curve in the direction sought with a large enough effect; inconclusive = small, poorly fitted or top-dose-only effect, or another doubt; inactive = no such curve, though single readings can be large; an effect the other way counts as inactive or inconclusive. Unless noted, % is set by controls: 0 for no effect and ±100 for the full control effect. Some of the compounds tested; rates above refer to the full screens.

Order of results – NIH3T3 tox, GPT2 inh, IP6K1 inh, SNCA viab count, FLuc inh, HEK293 tox, SNCA expr inh
> COC1CC(O[C@H]2CC[C@]3(C=O)C4CC[C@]5(C)[C@@H](C6=CC(=O)OC6)CC[C@]5(O)[C@@H]4CC[C@@H]3C2)OC(C)C1O[C@@H]1O[C@H](CO)[C@@H](O[C@@H]2O[C@H](CO)[C@@H](O)[C@H](O)[C@H]2O)[C@H](O)[C@H]1O (stereo partly specified)
    ., -6%[17.1 µM], 8, 5.7µM*, ., ., .
> CC(C)NC(=O)NC[C@H]1C[C@@H]2CCN1C[C@@H]2c1cc(C2CCCC2)nn1C
    ?, i, -15, -5%[87.6 µM], -11%[172 µM], -9%[172 µM], -20%[87.6 µM]
> C#C[C@H]1CN2CC[C@H]1C[C@@H]2CNC(=O)c1ccc(C(F)(F)F)cc1
    ?, i, 0, 3%[87.6 µM], -7%[172 µM], ?, -6%[87.6 µM]
> COCC(=O)NC[C@H]1C[C@@H]2CCN1C[C@@H]2c1cc(-c2ccccc2Br)nc(C)n1
    ?, -3%, -4, -2%, 10%, ?, 19%
> CN1C(=O)CCS(=O)(=O)C1c1ccc(Cl)cc1 (stereo unspecified)
    ., 2%&-8%, 4, 5%, ., ., 16%
> COc1ccccc1-c1cc([C@H]2CN3CC[C@H]2C[C@@H]3CNS(=O)(=O)c2cccs2)n(C)n1
    ?, -7%, -5, 5%, 1%, -12%, 8%
> O=c1c(C2CCCCC2)ccc2n1C[C@H]1C[C@@H]2CN(S(=O)(=O)c2ccccc2)C1
    ?, i, -6, -13%[87.6 µM], 5%[172 µM], ?, -26%[87.6 µM]
> Cc1cccc(CC(=O)N2[C@H]3CC[C@@H]2c2cnc(-c4ccccc4)nc2C3)c1
    3%, i, 8, 4%, 1%, -2%, 22%
> C=CCN1CCc2cccc3c2[C@H]1Cc1ccc(O)c(O)c1-3
    ., ?, ., ?, ., ., ?
> COCCN1CCC(N2CCN(C(=O)Cc3cccc(F)c3)CC2)C1=O (stereo unspecified)
    3%, i, -13, 7%, 5%, i, 10%

Order of results – NIH3T3 tox, GPT2 inh, IP6K1 inh, SNCA viab count, FLuc inh, HEK293 tox, SNCA expr inh
> CCOC(=O)C1(c2ccccc2)CCN(CCC(C#N)(c2ccccc2)c2ccccc2)CC1
    ., 2%, 1, -13%[23.9 µM], ., ., -54%[25.6 µM]
> COc1cc2c(cc1Oc1cccc(N(C)C)c1)NC(=O)C21CCN(C(=O)c2cccnc2)CC1
    -17%, ?, -17, 11%, -3%, ?, -4%
> CC(C)NC(=O)NC[C@H]1C[C@@H]2CCN1C[C@@H]2CN(C)c1ccccc1
    -19%[174 µM], i, -12, 3%[87.6 µM], -4%[172 µM], ?, -1%[87.6 µM]
> O=C(CCl)c1ccc(Cl)cc1Cl
    ., i, -3, 67%[23.9 µM], ., ., 5%[25.6 µM]
> O=C1CO[C@H]2CN(CC3CC3)C[C@H]2N1Cc1ccccn1
    0%[230 µM], 1%[88.5 µM], 5, -15%[87.6 µM], 2%[230 µM], -5%[230 µM], 3%[87.6 µM]
> CSc1cccc(NC(=O)NC[C@H]2C[C@@H]3CCN2C[C@@H]3CN2CCSCC2)c1
    100µM*, i, 10, -12%[87.6 µM], -4%[172 µM], ?, -6%[87.6 µM]
> O=C1NCc2ccccc2CC12CCN(Cc1ccc(Br)cn1)C2 (stereo unspecified)
    i, -7%, -4, -4%, ., -15%, -17%
> Cc1cc(C)n(CCC(=O)N2[C@H]3CC[C@@H]2c2cnc(-c4ccccc4)nc2C3)n1
    -9%, -3%, 9, 13%, 1%, -4%, 4%
> O=C(c1ccc2c(c1)OC(F)(F)O2)N1CCC(C(=O)O)(c2ccccc2)CC1
    i, 2%, -8, 9%, ., i, -7%
> COc1cccc(CN2CCN3C(=O)N(C)C[C@H]3C2)n1
    4%[174 µM], 0%[88.5 µM], 5, -2%[87.6 µM], 3%[230 µM], 3%[230 µM], 12%[87.6 µM]

Order of results – NIH3T3 tox, GPT2 inh, IP6K1 inh, SNCA viab count, FLuc inh, HEK293 tox, SNCA expr inh
> O=C(Cn1cc(C(=O)c2ccccc2)c2ccccc21)Nc1ccc(Br)cc1
    ., ., -6, -3%, ., ., 12%
> Oc1ccc2c3c1O[C@H]1c4[nH]c5c(c4C[C@@]4(O)[C@@H](C2)N(CC2CC2)CC[C@]314)C[C@@]1(O)[C@H]2Cc3ccc(O)c4c3[C@@]1(CCN2CC1CC1)[C@H]5O4
    ., ?, ., 8%&-6%, ., ., 12%&-6%
> CCC(CC)c1cc([C@H]2CN3CC[C@H]2C[C@@H]3CNC(=O)C(C)(C)C)nc(-c2ccncc2)n1
    ?, 0%, 7, -2%, -1%, ?, ?
> C#C[C@H]1CN2CC[C@H]1C[C@@H]2CNC(=O)CC(C)(C)CC(=O)O
    2%[174 µM], -5%[88.5 µM], -3, -3%[87.6 µM], 4%[172 µM], ?, 21%[87.6 µM]
> O=c1n(Cl)c(=O)n(Cl)c(=O)n1Cl
    ., i, -9, -20%[23.9 µM], ., ., -5%[25.6 µM]
> CCCN(CCC)[C@@H]1CCc2cccc(O)c2C1
    ., 2%, ., 0%, ., ., -8%
> COc1cc2cc(c1Cl)N(C)C(=O)C[C@H](OC(=O)C(C)C)[C@]1(C)O[C@H]1[C@H](C)[C@@H]1C[C@@](O)(NC(=O)O1)[C@H](OC)C=CC=C(C)C2
    ., 2%, ., -25%, ., ., -17%
> CC(=O)c1cccc(NC(=O)OC[C@H]2C[C@@H]3CCN2C[C@@H]3c2cc(C3CCCC3)nc(-c3ccncc3)n2)c1
    ?, -11%, -2, ?, 0%, ?, ?
> C=CCN(C1=NCCN1)c1c(Cl)cccc1Cl
    ., -1%, ., 5%, ., ., -2%
> COC(=O)N1CCN(C(=O)Cc2ccc(Cl)c(Cl)c2)[C@@H](CN2CCCC2)C1
    ., 4%, 8, 1%, ., ., .

As a short view, some entries already given:
Order of results – NIH3T3 tox, GPT2 inh, IP6K1 inh, SNCA viab count, FLuc inh, HEK293 tox, SNCA expr inh
> O=C(Cn1cc(C(=O)c2ccccc2)c2ccccc21)Nc1ccc(Br)cc1
    ., ., -6, -3%, ., ., 12%
> Oc1ccc2c3c1O[C@H]1c4[nH]c5c(c4C[C@@]4(O)[C@@H](C2)N(CC2CC2)CC[C@]314)C[C@@]1(O)[C@H]2Cc3ccc(O)c4c3[C@@]1(CCN2CC1CC1)[C@H]5O4
    ., ?, ., 8%&-6%, ., ., 12%&-6%
> CCC(CC)c1cc([C@H]2CN3CC[C@H]2C[C@@H]3CNC(=O)C(C)(C)C)nc(-c2ccncc2)n1
    ?, 0%, 7, -2%, -1%, ?, ?
> C#C[C@H]1CN2CC[C@H]1C[C@@H]2CNC(=O)CC(C)(C)CC(=O)O
    2%[174 µM], -5%[88.5 µM], -3, -3%[87.6 µM], 4%[172 µM], ?, 21%[87.6 µM]
> O=c1n(Cl)c(=O)n(Cl)c(=O)n1Cl
    ., i, -9, -20%[23.9 µM], ., ., -5%[25.6 µM]
> CCCN(CCC)[C@@H]1CCc2cccc(O)c2C1
    ., 2%, ., 0%, ., ., -8%
> COc1cc2cc(c1Cl)N(C)C(=O)C[C@H](OC(=O)C(C)C)[C@]1(C)O[C@H]1[C@H](C)[C@@H]1C[C@@](O)(NC(=O)O1)[C@H](OC)C=CC=C(C)C2
    ., 2%, ., -25%, ., ., -17%

Continuation:
Order of results – NIH3T3 tox, GPT2 inh, IP6K1 inh, SNCA viab count, FLuc inh, HEK293 tox, SNCA expr inh
> CC(CCc1ccc(O)cc1)O[C@@H]1O[C@H](CO[C@H]2OC[C@](O)(CO)[C@H]2O)[C@@H](O)[C@H](O)[C@H]1O (stereo partly specified)
    ., -2%[27.3 µM], -8, -6%[23.9 µM], ., ., .
> OC(O)C(Cl)(Cl)Cl
    ., i, 9, 1%[23.9 µM], ., ., -28%[25.6 µM]
> C[C@]12CCC(=O)C(O)=C1CC[C@@H]1[C@@H]2CC[C@]2(C)C(=O)CC[C@@H]12
    ., 3%, -6, -6%[23.9 µM], ., ., -20%[25.6 µM]
> CN1CCCCC12Cc1ccccc1CN(C(=O)Cc1ccccc1)C2 (stereo unspecified)
    -11%, -16%, -18, -10%, ., ?, 8%
> C[C@@H]1C[C@@H]([C@H](O)CC2CC(=O)NC(=O)C2)C(=O)[C@@H](C)C1
    ., 0%, 7, ?, ., ., ?
> C=C[C@H]1CN2CC[C@H]1C[C@@H]2CNS(C)(=O)=O
    -7%[230 µM], -11%[88.5 µM], 6, 8%[87.6 µM], 4%[230 µM], -11%[230 µM], 24%[87.6 µM]
> C#C[C@H]1CN2CC[C@H]1C[C@@H]2CNC(=O)c1ccc(N(C)C)cc1
    2%[174 µM], 3%[88.5 µM], -2, -9%[87.6 µM], 2%[172 µM], 0%[172 µM], 6%[87.6 µM]
> COc1ccc(C(=O)N2[C@H]3CC[C@@H]2c2cnc(C)nc2C3)cn1
    ?, i, 9, -16%, -2%, ?, -20%
> O=S(=O)(O)C(F)(F)C(F)(F)C(F)(F)C(F)(F)C(F)(F)C(F)(F)C(F)(F)C(F)(F)F
    ., 0%[88.5 µM], -17, -21%, ., ., 33%
> COCCN1C(=O)CS(=O)(=O)C12CCNCC2
    -7%, i, 11, -24%, 6%, -9%, ?

Order of results – NIH3T3 tox, GPT2 inh, IP6K1 inh, SNCA viab count, FLuc inh, HEK293 tox, SNCA expr inh
> CN(C)CCc1c[nH]c2ccccc12
    ., i, -9, ?, ., ., 10%[87.6 µM]
> CC1=NOC2(CCCN(CC3CCCCC3)C2)C1 (stereo unspecified)
    i, i, -7, 5%[87.6 µM], ., i, 26%[87.6 µM]
> COc1cc2c(cc1OC1CCCC1)NC(=O)C21CCN(C(=O)c2ccnn2C)CC1
    -20%[138 µM], i, -19, 8%[87.6 µM], -1%[172 µM], ?, -32%[87.6 µM]
> FC(F)(F)CN1C2CCC1CN(c1nnc(Cl)c3ccccc13)C2
    ?, -10%, 16, -11%, ., 79µM*, 23%
> c1cncc(C2=NOC3(CCCN(CC4CCCC4)C3)C2)c1 (stereo unspecified)
    i, i, 1, -3%, ., 4%, -16%
> COc1cc2c(cc1OCc1ccccc1)NC(=O)C21CCN(c2cnccn2)CC1
    79µM*, 2%[88.5 µM], -29*, -10%[87.6 µM], -12%[172 µM], 63µM*, 10%[87.6 µM]

Screens: PubChem BioAssay, National Center for Advancing Translational Sciences (NCATS)
